HePTP inhibitor: inhibitors of human HePTP phosphatase; P35236; recombinant HePTP phosphatase activity, OD absorbance; inhibition, % at 20 µM; 0.64% of 110,000 active; AID 521; in the data active = inhibition above about 50%;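 note: plate controls were vehicle for no effect and reference inhibitor for full effect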
BAP1 inh: inhibitors of human BAP1 deubiquitinase. Q92560. activity remaining (% of control), % at 20 µM. AID 436. 0.48% of 72,000 active. recombinant BAP1, Ub-AMC hydrolysis fluorescence kinetic; stronger effect = lower value;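 active = activity remaining at or below 50% of control, provided the compound also passes the data quality filters; inactive = the rest, including low values that fail the filters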;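 note: 100% = DMSO wells rate and 0% = substrate alone blank rate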
Target sequence (Q92560 whole entry, looked up): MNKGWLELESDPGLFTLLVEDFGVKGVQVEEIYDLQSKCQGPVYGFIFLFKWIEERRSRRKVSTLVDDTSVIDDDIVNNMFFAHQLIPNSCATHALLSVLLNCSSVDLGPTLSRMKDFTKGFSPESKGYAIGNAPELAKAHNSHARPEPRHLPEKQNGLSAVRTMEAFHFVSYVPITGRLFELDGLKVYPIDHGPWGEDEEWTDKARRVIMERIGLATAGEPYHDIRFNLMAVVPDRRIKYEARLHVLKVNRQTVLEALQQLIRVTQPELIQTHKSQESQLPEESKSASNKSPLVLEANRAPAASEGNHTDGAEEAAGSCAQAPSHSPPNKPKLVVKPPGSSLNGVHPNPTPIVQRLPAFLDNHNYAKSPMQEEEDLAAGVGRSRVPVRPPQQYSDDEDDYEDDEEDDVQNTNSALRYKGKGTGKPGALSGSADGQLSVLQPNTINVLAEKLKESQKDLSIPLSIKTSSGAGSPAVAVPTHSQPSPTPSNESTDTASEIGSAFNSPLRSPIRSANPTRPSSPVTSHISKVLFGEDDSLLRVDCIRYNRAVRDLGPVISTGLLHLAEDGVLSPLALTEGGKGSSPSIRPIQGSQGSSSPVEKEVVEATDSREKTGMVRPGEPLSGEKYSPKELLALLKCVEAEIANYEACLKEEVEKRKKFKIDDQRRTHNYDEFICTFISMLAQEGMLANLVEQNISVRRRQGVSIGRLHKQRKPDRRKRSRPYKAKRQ
Active calls of the source: *; x = not tested or not shown; & = joins results of further samples.

SMILES	HePTP inhibitor	BAP1 inh
Cc1ccc2c(c1)c1c(n2CN2CCCCC2)C(=O)CCC1	-5	x
CC(C)c1ncc(C(O)c2ccc(N(C)C)cc2)n1C (stereo unspecified)	2	x
COc1ccc(CN2CCN(C(=O)c3ccccc3)CC2)c(OC)c1OC	-1	x
COc1ccccc1-n1c(CNC(=O)c2ccccc2)nnc1SCC(=O)Nc1nnc(C)s1	-1	100
O=C(NC1CCC(NC(=O)C(F)(F)C(F)F)CC1)C(F)(F)C(F)F (stereo unspecified)	4	79
Cc1cccc(C)c1NC(=O)CSCCO	7	106
O=C(C1CCN(S(=O)(=O)c2cccs2)CC1)N1CCCCCC1	-3	118
COC(=O)Nc1c(C(=O)OC)cc(OC)c(OC)c1OC	-8	105
Cc1nnc(SCC(=O)Nc2ccccc2[N+](=O)[O-])[nH]c1=O	-1	x
O=C(NC(=S)Nc1ccccc1)c1cccnc1	4	x
COc1ccc(C(=O)COC(=O)CN2C(=O)NC(C)(C)C2=O)cc1OC	7	113
COC(=O)CSc1nc(NC(C)C)nc(N2CCOCC2)n1	13	147
CC(C)N(C(=O)CSc1nnc(-c2cc3ccccc3cc2O)n1Cc1ccco1)C(C)C	10	59
O=C1c2ccccc2N2C(=O)c3ccccc3C2N1Cc1ccco1 (stereo unspecified)	3	x
O=C(O)C(Sc1nc2ccccc2s1)c1ccccc1 (stereo unspecified)	-17	x
COC(=O)c1ccc(Nc2cc(C)nc3nc(C)nn23)cc1	-5	101
CC(=O)c1cc(-c2ccccc2)n(CC(=O)N2CCC(N3CCCCC3)CC2)c1C	0	94
COc1ccccc1NC(=O)C(=O)N=Nc1c(O)n(CC(=O)Nc2ccccc2)c2ccccc12	0	x
COc1ccc(OC)c2sc(NC(=O)c3ccc(Cl)s3)nc12	8	59
O=C(c1cc(C2CC2)on1)N1CCN(C(c2ccccc2)c2ccccc2)CC1	10	95

Complete entries, looked up by structure.
`COc1ccc(OC)c2sc(NC(=O)c3ccc(Cl)s3)nc12` across the screens: HePTP inhibitor: 8; BAP1 inh: 59
`CC(=O)c1cc(-c2ccccc2)n(CC(=O)N2CCC(N3CCCCC3)CC2)c1C` across the screens: HePTP inhibitor: 0; BAP1 inh: 94

The list goes on:
SMILES	HePTP inhibitor	BAP1 inh
Cc1cccc(-n2c(N)cc(=O)[nH]c2=S)c1C	1	76
O=C(NC1CCCCC1)c1ccc(Cl)c(Cl)c1	2	x
CNc1nc(OC)nc(N2CCOCC2)n1	2	132
COc1ccc(Cl)cc1NC(=O)c1ccccc1N(Cc1ccccc1)S(=O)(=O)c1ccc(C)cc1	4	x
Cn1c(SCC(=O)N2CCCCC2)nnc1-c1ccc(S(=O)(=O)N2CCOCC2)cc1	1	97
O=C(CSc1nc(-c2ccccc2)cc(=O)[nH]1)N1CCOCC1	2	91
CCCC(=O)Nc1ccc2nn(-c3ccc(F)cc3)nc2c1	-5	x
Cc1ccc(S(=O)(=O)CCC(=O)OCC(=O)Nc2cc(C)on2)cc1	12	103
CCn1nccc1C(=O)Nc1cc(Cl)ccc1Cl	3	108
Cc1onc(-c2ccccc2)c1C(=O)Nc1ccccc1Oc1ccccc1	5	x
O=C(NCCc1ccccc1)C(=O)Nc1ccc([N+](=O)[O-])cc1	-3	x
COCCNC(=O)CSCc1nc(-c2ccc(SC)cc2)oc1C	x	144
COc1ccccc1C(=O)Nc1ccc(NC(=O)c2ccco2)c(Cl)c1	x	76
Cc1cc(NC(=O)c2ccc3c(c2)C(=O)N(C2CCCCC2)C3=O)no1	1	x
Cc1ccccc1NC(=O)C1CCCN(S(=O)(=O)c2cnc[nH]2)C1 (stereo unspecified)	8	90
CCOC(=O)c1ccc(NC(=O)/C(=C\c2cccc([N+](=O)[O-])c2)NC(=O)c2ccccc2)cc1	2	x
CCOC(=O)c1ccc2c(c1)nc(SCc1cn3ccsc3n1)n2CC	0	93
COc1ccc(C)cc1NC(=O)C(C)Oc1ccc(Cl)cc1Cl (stereo unspecified)	-5	x
COc1ccc(OC)c(-c2cc(C(=O)Nc3c(C)nn(Cc4ccccc4C)c3C)no2)c1	10	x
CCOC(=O)c1ccc(N2Cc3cc(C)c(C)cc3C2)cc1O	-7	67
COc1ccc(OC)c(NC(=O)c2ccccc2F)c1	12	x
O=P(O)(O)CCP(=O)(c1ccccc1)c1ccccc1	12	104
O=C1c2ccccc2C(O)(Cc2ccccc2)N1Cc1ccco1 (stereo unspecified)	4	105
O=C(CC1SC(=Nc2ccccc2)N(c2ccccc2)C1=O)Nc1cccc(C(=O)O)c1 (stereo unspecified)	11	x
CC(=O)n1nc(C)c2c(-c3ccccc3)c3cc(Br)ccc3nc21	5	x
COc1ccc(/C(C)=N/N=C(\C)c2ccc(OC)cc2OC)c(OC)c1	-8	x
CC(=O)c1cccc(NC(=O)CN2CCOCC2)c1	5	x
CCCCOC(=O)c1cccc(NC(=O)c2ccc(Cl)cc2)c1	-17	x
CCCOc1cccc(C(=O)Nc2ccc(Br)cc2C(=O)O)c1	-7	x
CC(=O)Nc1ccccc1C(=O)N1CCN(c2cccc(Cl)c2)CC1	2	x
Cc1ccc2nsnc2c1NC(=O)c1cc(Cl)ccc1Cl	11	x
O=c1oc(/C=C/c2ccc([N+](=O)[O-])cc2)nc2ccc(Cl)cc12	-21	x
CC(=O)C1C(=O)c2cc([N+](=O)[O-])ccc2C1=Nc1cccc(C)c1 (stereo unspecified)	0	x
c1ccc(CSc2ncccn2)cc1	-4	85
COc1ccc(Cl)cc1NC(=O)Cn1cccc1	6	92
Nc1cc(Cl)ccc1Oc1ccccc1	8	103
CC(C)Oc1cccc(C(=O)Nc2ccc(F)c([N+](=O)[O-])c2)c1	-3	x
COC(=O)c1cccc(NC(=O)c2nn(C)c(=O)c3ccccc23)c1	8	124
CCc1ccc(NC(=O)c2cccnc2)cc1	13	87
OC1CN=C2Sc3ccccc3N2C1 (stereo unspecified)	7	153

A portion from further up, for reference:
SMILES	HePTP inhibitor	BAP1 inh
Cc1onc(-c2ccccc2)c1C(=O)Nc1ccccc1Oc1ccccc1	5	x
O=C(NCCc1ccccc1)C(=O)Nc1ccc([N+](=O)[O-])cc1	-3	x
COCCNC(=O)CSCc1nc(-c2ccc(SC)cc2)oc1C	x	144
COc1ccccc1C(=O)Nc1ccc(NC(=O)c2ccco2)c(Cl)c1	x	76
Cc1cc(NC(=O)c2ccc3c(c2)C(=O)N(C2CCCCC2)C3=O)no1	1	x
Cc1ccccc1NC(=O)C1CCCN(S(=O)(=O)c2cnc[nH]2)C1 (stereo unspecified)	8	90
CCOC(=O)c1ccc(NC(=O)/C(=C\c2cccc([N+](=O)[O-])c2)NC(=O)c2ccccc2)cc1	2	x
CCOC(=O)c1ccc2c(c1)nc(SCc1cn3ccsc3n1)n2CC	0	93
COc1ccc(C)cc1NC(=O)C(C)Oc1ccc(Cl)cc1Cl (stereo unspecified)	-5	x
COc1ccc(OC)c(-c2cc(C(=O)Nc3c(C)nn(Cc4ccccc4C)c3C)no2)c1	10	x
CCOC(=O)c1ccc(N2Cc3cc(C)c(C)cc3C2)cc1O	-7	67
COc1ccc(OC)c(NC(=O)c2ccccc2F)c1	12	x
O=P(O)(O)CCP(=O)(c1ccccc1)c1ccccc1	12	104
O=C1c2ccccc2C(O)(Cc2ccccc2)N1Cc1ccco1 (stereo unspecified)	4	105
O=C(CC1SC(=Nc2ccccc2)N(c2ccccc2)C1=O)Nc1cccc(C(=O)O)c1 (stereo unspecified)	11	x
CC(=O)n1nc(C)c2c(-c3ccccc3)c3cc(Br)ccc3nc21	5	x
COc1ccc(/C(C)=N/N=C(\C)c2ccc(OC)cc2OC)c(OC)c1	-8	x
CC(=O)c1cccc(NC(=O)CN2CCOCC2)c1	5	x
CCCCOC(=O)c1cccc(NC(=O)c2ccc(Cl)cc2)c1	-17	x
CCCOc1cccc(C(=O)Nc2ccc(Br)cc2C(=O)O)c1	-7	x
CC(=O)Nc1ccccc1C(=O)N1CCN(c2cccc(Cl)c2)CC1	2	x
Cc1ccc2nsnc2c1NC(=O)c1cc(Cl)ccc1Cl	11	x
O=c1oc(/C=C/c2ccc([N+](=O)[O-])cc2)nc2ccc(Cl)cc12	-21	x
CC(=O)C1C(=O)c2cc([N+](=O)[O-])ccc2C1=Nc1cccc(C)c1 (stereo unspecified)	0	x
c1ccc(CSc2ncccn2)cc1	-4	85
COc1ccc(Cl)cc1NC(=O)Cn1cccc1	6	92
Nc1cc(Cl)ccc1Oc1ccccc1	8	103
CC(C)Oc1cccc(C(=O)Nc2ccc(F)c([N+](=O)[O-])c2)c1	-3	x
COC(=O)c1cccc(NC(=O)c2nn(C)c(=O)c3ccccc23)c1	8	124
CCc1ccc(NC(=O)c2cccnc2)cc1	13	87

Additional compounds:
SMILES	HePTP inhibitor	BAP1 inh
COc1ccc(-c2ccc(/C=N/n3cnnc3)o2)c([N+](=O)[O-])c1	3	x
COc1ccc(NC(=O)COc2cccc3ccccc23)cc1	-1	x
Cc1ccc(CSc2nnnn2-c2ccccc2)cc1	-1	x
COc1cccc2cc(C(N)=O)c(=O)oc12	5	x
COc1ccc(C(=O)N/C(=C\c2cccc3ccccc23)C(=O)N2CCN(C)CC2)cc1OC	0	x
O=S(=O)(/N=C/N1CCOCC1)c1ccc(Cl)cc1	3	95
COc1ccc(C(=O)Nc2ccc(OC(F)(F)F)cc2)cc1OC	-8	x
O=S(=O)(Cc1ccccc1)Nn1cnnc1	-7	105
S=c1[nH]nc(-c2ccco2)n1C1CCCCC1	-1&-1	80
C/C(=N/OCC(=O)Nc1sc2c(c1C#N)CCCC2)c1ccc(Br)cc1	2	x
Cc1cc(C)n(CCC(=O)O)n1	x	89
N#CCC(=O)N/N=C/c1cc([N+](=O)[O-])ccc1N1CCCC1	-12	x
Clc1ccc2[nH]c3c(NCCCN4CCOCC4)ncnc3c2c1	-5	198
O=C1C(=O)N(CCO)C(c2cccc([N+](=O)[O-])c2)/C1=C(\O)c1ccccc1 (stereo unspecified)	2	x
O=C(O)Cn1c(P(=O)(O)c2ccccc2)nc2ccccc21	-4	93
COC(=O)C1=C(N)Oc2cc(C)n(Cc3ccncc3)c(=O)c2C1c1cccnc1 (stereo unspecified)	6	97
COc1ccc(N=Cc2c(O)n(-c3ccccc3)c(=O)[nH]c2=O)cc1Cl	7	x
Cc1sc2ncn3c(C)nnc3c2c1C	10	94
Nn1c(SC/C=C/c2ccccc2)nnc1-c1cccnc1	9	108
Cc1noc(C(=O)Nc2ccc3c(c2)OCO3)c1Cl	11	88
COc1ccc(-c2noc(CSc3nc(N)c(-c4ccccc4)c(=O)[nH]3)n2)cc1OC	9	141
O=S1(=O)N=C(Nc2ccc(O)c(CN3CCCCC3)c2)c2ccccc21	0	93
CC1(C)NC(=O)N(CC(O)CN2CCCCC2)C1=O (stereo unspecified)	-2	99
O=C1S/C(=C/c2ccc(Cl)cc2Cl)C(=O)N1c1ccccc1	6	x
CCOc1ccc(S(=O)(=O)N(CC(=O)Nc2ccccc2C)c2ccc(C)cc2)cc1	6	x
O=C(CSc1nc(-c2ccco2)cc(C(F)(F)F)n1)NCCCn1ccnc1	5	80
CC(C)Oc1ccc(NC(N)=O)cc1	7	89
COc1cc(/C=C2\C(=O)N(c3cccc(C(=O)O)c3)N=C2C)ccc1O	24	x
COc1ccc(C2N3CC4(C)CN2CC(C)(C3)C4=O)cc1OC (stereo unspecified)	5	97
CC1=CC(c2ccccc2)n2nc(N3C(=O)C4CC=CCC4C3=O)nc2N1 (stereo unspecified)	7	131
O=C(NCCNC(=O)c1cccnc1)c1cccnc1	-12	x
O=C(C1CCCO1)N1CCC(O)(c2ccccc2)CC1 (stereo unspecified)	-2	111
O=C(Nc1ccc2c(c1)OCO2)c1cc(C2CC2)on1	0	85
CC(=O)NC(=O)CC(=O)c1ccccc1	-8	x
COc1ccccc1NC(=O)CN1C(=O)CCS(=O)(=O)c2ccccc21	3	116
Cc1ccc(-c2cc(C(F)F)nc(NCc3cccnc3)n2)cc1	9	89
COc1ccc2[nH]c3ccc([N+](=O)[O-])cc3c(=O)c2c1	8	x
O=C(Nc1ccccc1C1CC1)c1ccccc1Cl	x	152
CC1CCCN(CC(O)COc2ccc(C34CC5CC(CC(C5)C3)C4)cc2)C1 (stereo unspecified)	-2	x
C=CCCCC(=O)Nc1nc2ccc(OCC)cc2s1	-19	x
Cc1ccc(-c2noc(CCC(N)=O)n2)cc1	3	110
Cc1noc(/C=C/N(C)C)c1S(=O)(=O)N1CCCC(C(=O)N2CCc3ccccc32)C1 (stereo unspecified)	3	97
